High-throughput results deposited in PubChem BioAssay by National Center for Advancing Translational Sciences (NCATS).
HCMV antiviral: human cytomegalovirus inhibition; HFF cells, HCMV-luciferase reporter, 72 h; stronger effect = lower value; 410,000 tested, 4.5% active; activity change, negative = inhibition, % at 57.5 µM; in the data active = activity change below about -60%; inconclusive = no clear call, values can overlap the other calls; inactive = above about -39%
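Luciferase read-out from HCMV-luciferase-infected HFFs (MOI 1 PFU/cell) 72 h post infection at 37C; compounds added after 16 h cell attachment; activity normalized between buffer-only basal and Salinomycin (10uM) inhibitor controls.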
FBPA Giardia inh: blocks Giardia fructose-bisphosphate aldolase activity; 290,000 tested, 0.71% active; Potency, µM (highest dose often 59.6 µM), for inactives: top-dose activity, negative = inhibition, usual class: inhibitors; A8B2U2; purified Giardia FBPA; also: potency is read from the fitted curve at half-maximal effect; nearly all actives have a fitted effect of over 55% in size
Target sequence (A8B2U2 whole entry, looked up): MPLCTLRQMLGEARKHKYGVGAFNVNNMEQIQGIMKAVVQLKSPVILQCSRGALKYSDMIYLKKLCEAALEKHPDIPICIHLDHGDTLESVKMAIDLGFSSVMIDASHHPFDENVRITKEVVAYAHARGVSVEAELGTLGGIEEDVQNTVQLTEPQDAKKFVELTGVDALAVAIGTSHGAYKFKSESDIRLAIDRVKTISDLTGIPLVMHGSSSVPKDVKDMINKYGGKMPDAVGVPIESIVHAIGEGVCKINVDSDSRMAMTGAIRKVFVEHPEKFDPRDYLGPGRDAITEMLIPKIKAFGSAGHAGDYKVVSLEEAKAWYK
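40 nM FBPA preincubated 10 min at RT with compound (up to 57.5 uM final), then substrate plus GAPDH/TPI/NAD/arsenate coupling and diaphorase/resazurin added. Fluorescence read after 20 min at RT, 525/598 nm.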
AmpC inh detg: inhibitors of E. coli AmpC beta-lactamase with detergent; P00811; AmpC hydrolysis of nitrocefin, absorbance 480 nm, 0.01% Triton; Potency, µM (highest dose often 114 µM), without a hit: at the highest dose activity change, negative = inhibition, hits mostly inhibitors; 370,000 tested, 0.041% active; AID 485294;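 also: potency is read from the fitted curve at half-maximal effect; 0% = no-compound wells and -100% = no-enzyme wells; nearly all actives have a fitted effect of over 25% in size; some results filed as inactive show a strong effect at the top dose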
Target sequence (P00811 whole entry, looked up): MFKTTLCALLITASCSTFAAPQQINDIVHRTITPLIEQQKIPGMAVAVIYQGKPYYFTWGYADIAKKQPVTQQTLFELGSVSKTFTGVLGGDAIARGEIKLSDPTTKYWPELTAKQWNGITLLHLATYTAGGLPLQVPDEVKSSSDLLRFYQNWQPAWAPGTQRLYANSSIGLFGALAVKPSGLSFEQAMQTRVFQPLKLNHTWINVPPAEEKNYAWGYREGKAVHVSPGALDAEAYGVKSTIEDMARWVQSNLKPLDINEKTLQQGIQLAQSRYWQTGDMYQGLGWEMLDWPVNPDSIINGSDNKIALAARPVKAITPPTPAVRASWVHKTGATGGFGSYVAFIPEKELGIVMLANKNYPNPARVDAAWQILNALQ
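AmpC (5.3 nM in the dispensed reagent) in 20 mM phosphate pH 7.0 with 0.01% (detergent screen) or 0.0001% Triton X-100 was preincubated with compounds for 15 min at room temperature. Nitrocefin was then added from an 800 uM solution, and hydrolysis was followed at 480 nm.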
AMA1-RON2 inh: disrupts binding of P. falciparum AMA1 to RON2 | AID 720542 | Potency, µM (titrated, usually from 58.2 µM), for the others: at the highest dose activity change, negative = inhibition, hits mostly inhibitors | AlphaScreen AMA1-biotinylated RON2 peptide binding | 360,000 tested, 0.2% active;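 also: potency is read from the fitted curve at half-maximal effect; 0% = vehicle wells and -100% = peptide control; nearly all actives have a fitted effect of over 45% in size; some results filed as inactive show a strong effect at the top dose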
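AMA1 (3D7) with his tag at 25 nM final met compounds first, then biotinylated RON2 peptide at 25 nM; detection used donor plus acceptor beads, 10 µg/mL apiece, read by AlphaScreen after 30 min at room temperature.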
Sm TGR inh: S. mansoni TGR enzyme inhibition; purified TGR, DTNB reduction, TNB absorbance 405 nm; Q962Y6; 360,000 tested, 3% active; Potency, µM (highest dose often 114 µM), for the others: top-dose activity change, negative = inhibition, usual class: inhibitors; AID 485364; also: potency is read from the fitted curve at half-maximal effect; nearly all actives have a fitted effect of over 60% in size
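First, TGR (20 nM dispensed) and NADPH were mixed with compound. Second, a 15 min room-temperature incubation followed. Third, further NADPH and then DTNB were added to start the reaction. Finally, TNB absorbance was monitored kinetically.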
AmpC inh no detg: AmpC beta-lactamase inhibition without detergent. P00811. 330,000 tested, 0.52% active. AmpC nitrocefin hydrolysis, absorbance 480 nm, 0.0001% Triton. AID 485341. Potency, µM (highest dose often 57.1 µM), inactives show at the top dose activity change, negative = inhibition, hits mostly inhibitors;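 also: potency is read from the fitted curve at half-maximal effect; plate controls were no compound for no effect and no enzyme for full effect; nearly all actives have a fitted effect of over 20% in size; some results filed as inactive show a strong effect at the top dose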
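20 mM phosphate pH 7.0 + 0.01% (detergent screen) or 0.0001% Triton X-100; 5.3 nM AmpC reagent; cpd preinc 15 min RT; nitrocefin (800 uM stock) to start; A480 q20 s × 4 min; Activity was normalised to no-enzyme and no-compound control wells.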
* hit, by the source's call; ? = inconclusive; . = not tested or not shown; & = joins results of further samples; [ ] = remark or other dose. Unless noted, calls follow the shape of the dose curve; as a rule, active = well fitted curve in the direction sought with a large enough effect; inconclusive = small, poorly fitted or top-dose-only effect, or another doubt; inactive = no such curve, though single readings can be large; an effect the other way counts as inactive or inconclusive. Unless noted, % is scaled to controls: 0 for no effect and ±100 for the full control effect.

SMILES	HCMV antiviral	FBPA Giardia inh	AmpC inh detg	AMA1-RON2 inh	Sm TGR inh	AmpC inh no detg
Cc1ccc(-n2ncc3c(=O)n(CC(=O)N4CCN(C(=O)c5ccco5)CC4)cnc32)cc1	-11.7	.	-5.2%	1.5%	-10.9%	-1.4%
COc1ccc(-c2ncc3ccccn23)cc1OC	42.0	?	?	-4.8%	?	36.6%
CN(C(=O)Cc1ccc(Cl)c(Cl)c1)C(CN1CCCC1)c1cccc(OCC(=O)O)c1 (centres undefined)	27.6	-1.8%	?	-1.3%	-9.6%	-15.0%
O=C(O)CCCNC(=O)/C(=C\c1ccc(Cl)cc1)NC(=O)c1ccc(Br)cc1	?	8.1%	-2.2%	12.4%	-2.4%	-9.9%
Cc1ccc(N2CCN(C(=O)CCc3nc4ccccc4[nH]3)CC2)c(C)c1	-30.9	5.3%	?	-13.7%	0.0%	45.3%
COCCN(CCOC)C(=O)C12CCC(C)(C(=O)C1)C2(C)C (centres undefined)	25.5	5.9%	?	-0.4%	-10.6%	-2.3%
C=CCn1c(C)cc(C(=O)CN2C(=O)c3ccccc3C2=O)c1C	-17.6	0.3%	4.9%	-6.9%	-16.6%	-10.1%
CCN(C[C@H]1N[C@@](Cc2ccccc2)(C(=O)OC)[C@H]2C(=O)N(C)C(=O)[C@@H]12)C(=O)Nc1ccc(C(F)(F)F)cc1	14.6	.	.	-9.9%	.	99.1%[activator]
CC(Sc1nc2ccccc2c(=O)n1C)C(=O)NC1CCCCC1C (centres undefined)	.	.	-13.3%	1.3%	-6.2%	1.3%
CCC(=O)N1CCc2cc(Br)cc(S(=O)(=O)CCC(=O)NCC3CCCO3)c21 (centres undefined)	-109.4*	-1.5%	-1.6%	-5.1%	-0.7%	-25.7%
O=C(COc1ccccc1)NS(=O)(=O)c1ccc(Cl)cc1	-2.3	.	3.0%	-4.4%	-15.0%	-32.1%
CC1(C)CC(=O)C2=C(C1)N1C(=C(C#N)C2c2ccc(Cl)cc2)N=C(N)c2ccccc21 (centres undefined)	-92.6*	-10.6%	?	-12.4%	-13.5%	-30.2%

A second format for part of the listing above:
SMILES | HCMV antiviral | FBPA Giardia inh | AmpC inh detg | AMA1-RON2 inh | Sm TGR inh | AmpC inh no detg
Cc1ccc(-n2ncc3c(=O)n(CC(=O)N4CCN(C(=O)c5ccco5)CC4)cnc32)cc1 | -11.7 | . | -5.2% | 1.5% | -10.9% | -1.4%
COc1ccc(-c2ncc3ccccn23)cc1OC | 42.0 | ? | ? | -4.8% | ? | 36.6%
CN(C(=O)Cc1ccc(Cl)c(Cl)c1)C(CN1CCCC1)c1cccc(OCC(=O)O)c1 (centres undefined) | 27.6 | -1.8% | ? | -1.3% | -9.6% | -15.0%
O=C(O)CCCNC(=O)/C(=C\c1ccc(Cl)cc1)NC(=O)c1ccc(Br)cc1 | ? | 8.1% | -2.2% | 12.4% | -2.4% | -9.9%
Cc1ccc(N2CCN(C(=O)CCc3nc4ccccc4[nH]3)CC2)c(C)c1 | -30.9 | 5.3% | ? | -13.7% | 0.0% | 45.3%
COCCN(CCOC)C(=O)C12CCC(C)(C(=O)C1)C2(C)C (centres undefined) | 25.5 | 5.9% | ? | -0.4% | -10.6% | -2.3%
C=CCn1c(C)cc(C(=O)CN2C(=O)c3ccccc3C2=O)c1C | -17.6 | 0.3% | 4.9% | -6.9% | -16.6% | -10.1%
CCN(C[C@H]1N[C@@](Cc2ccccc2)(C(=O)OC)[C@H]2C(=O)N(C)C(=O)[C@@H]12)C(=O)Nc1ccc(C(F)(F)F)cc1 | 14.6 | . | . | -9.9% | . | 99.1%[activator]
CC(Sc1nc2ccccc2c(=O)n1C)C(=O)NC1CCCCC1C (centres undefined) | . | . | -13.3% | 1.3% | -6.2% | 1.3%
CCC(=O)N1CCc2cc(Br)cc(S(=O)(=O)CCC(=O)NCC3CCCO3)c21 (centres undefined) | -109.4* | -1.5% | -1.6% | -5.1% | -0.7% | -25.7%
O=C(COc1ccccc1)NS(=O)(=O)c1ccc(Cl)cc1 | -2.3 | . | 3.0% | -4.4% | -15.0% | -32.1%
CC1(C)CC(=O)C2=C(C1)N1C(=C(C#N)C2c2ccc(Cl)cc2)N=C(N)c2ccccc21 (centres undefined) | -92.6* | -10.6% | ? | -12.4% | -13.5% | -30.2%

New compounds follow:
SMILES	HCMV antiviral	FBPA Giardia inh	AmpC inh detg	AMA1-RON2 inh	Sm TGR inh	AmpC inh no detg
COCCOC(=O)C1=C(N)Oc2c(oc(CO)cc2=O)C1c1c(F)cccc1Cl (centres undefined)	13.1	-0.4%	?	0.9%	9.9%	-6.6%
N#Cc1ccc(NC(=O)CN2CCN(C(=O)c3cccs3)CC2)cc1Cl	-14.8	.	11.4%	-1.2%	0.2%	7.8%
Cc1ccc(C)c(NC(=O)COC(=O)CNC(=O)c2ccccc2Cl)c1	?	0.3%	-3.6%	-21.1%	-1.7%	1.5%[2.29 µM]
COc1ccc(S(=O)(=O)NCCc2cn3cccc(C)c3n2)cc1OC	9.8	5.3%	?	-1.0%	5.1%	10µM*
COc1cccc(N(C(=O)CNC(=O)c2ccco2)C(C(=O)NC2CCCC2)c2ccco2)c1 (centres undefined)	11.0	.	-6.8%	-15.6%	-23.3%	16.2%
CCCCCCN(C(=O)CCCCCN1C(=O)NC(c2ccc(-c3ccccc3)cc2)C(C(=O)OCc2ccccc2)=C1C)C(C)C(=O)NCCCC (centres undefined)	41.7	-0.2%&-1.6%	-13.7%	.	-6.5%	-17.2%
COC(=O)c1ccccc1NC(=O)Cn1c(=O)n(Cc2ccccc2)c(=O)c2c(C)c(C)sc21	-14.1	-1.3%	-15.4%	-24.1%	-12.7%	-7.7%
CCCS(=O)(=O)Nc1ccc(-c2cn3c(n2)SCC3)cc1	.	4.7%	?	-1.0%	-26.3%	-33.7%
Cc1ccc(-c2ccc(=O)n(CC(=O)N3CCC4(CC3)OCCO4)n2)cc1	17.5	7.4%	-0.2%	1.6%	4.6%	-21.2%
NC(N)=NC1=NC(=O)/C(=C/c2ccccc2-n2cccn2)S1	-21.4	5.3%	-2.4%	41.6%[activator]	-0.6%	-32.5%
Cc1cc(/C=N\NC(=O)CC(=O)NC2CCCCC2)c(C)n1-c1ccc(Cl)c(Cl)c1	-6.9	5.5%	-7.4%	-7.4%	-19.4%	52.5%
CCOc1ccc(N(CC(=O)NC(C)CC)S(C)(=O)=O)cc1 (centres undefined)	-1.3	0.7%	-17.2%	-4.4%	0.0%	-6.6%

In the list so far, these contain a furan ring, fused or not.
SMILES	HCMV antiviral	FBPA Giardia inh	AmpC inh detg	AMA1-RON2 inh	Sm TGR inh	AmpC inh no detg
Cc1ccc(-n2ncc3c(=O)n(CC(=O)N4CCN(C(=O)c5ccco5)CC4)cnc32)cc1	-11.7	.	-5.2%	1.5%	-10.9%	-1.4%
COc1cccc(N(C(=O)CNC(=O)c2ccco2)C(C(=O)NC2CCCC2)c2ccco2)c1 (centres undefined)	11.0	.	-6.8%	-15.6%	-23.3%	16.2%

(cont.)
SMILES	HCMV antiviral	FBPA Giardia inh	AmpC inh detg	AMA1-RON2 inh	Sm TGR inh	AmpC inh no detg
CC1(c2ccccc2)CC(C)(C)N(C(N)=O)c2ccccc21 (centres undefined)	-6.3	-14.6%	2.1%	-15.1%	4.0%	-1.4%
CC(C)N(C)CCOC(=O)c1ccccc1Cl	-3.9	3.9%	?	-10.0%	-2.0%	-14.4%
O=S(=O)(O)c1nc2ccccc2n1CCOc1ccccc1	-13.4	29.5%	3.1%	-16.9%	22.3%	-30.8%
C=CCc1c(C)nc(C)nc1N/N=C/c1ccccc1	6.5	?	-0.9%	25.9%	15.5%	-8.1%
CCOC(=O)c1sc(/N=C/C2=C(O)CC(C)(C)CC2=O)c(C(=O)OCC)c1C	-33.1	?	-5.1%	-9.1%	3.0%	0.0%
Cc1c(OCC(=O)NCCCN2CCOCC2)ccc2c3c(c(=O)oc12)CCC3	-5.9	.	-0.7%	-5.0%	-1.2%	14.3%
CC(O)c1nc2ccc(Cc3ccc4nc(C(C)O)[nH]c4c3)cc2[nH]1 (centres undefined)	20.7	3.7%	-1.0%	33.0%[activator]	9.1%	-3.7%
Cc1ccc(NC(=O)C2C(=O)N(C)c3ccccc32)cc1 (centres undefined)	70.3	-28.1%	-3.7%	4.8%	-2.7%	-10.2%
CCOC(=O)N1CCN(C(=O)CCn2c(=S)[nH]c3ccsc3c2=O)CC1	-9.7	?	0.4%	20.3%	5.9%	-9.8%
CC(O)C1CCC2C3CC[C@H]4CC(O)CCC4(C)C3CC3(OCCO3)C12C (some centres undefined)	-6.4	5.3%	-0.5%	3.1%	6.1%	177.4%[activator]
